# hERG WT inh – KCNH2 (human, wildtype) channel inhibition; U2OS, BacMam KCNH2, thallium flux FluxOr; active compounds read low; activity change, % at 1.84 µM; actives 0.37% (n = 340,000); AID 720551;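 active = maximum activity change below -70%; inconclusive = maximum activity change between -70% and -50%; inactive = maximum activity change above -50%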; also: % is scaled to controls: 0 for no effect and ±100 for the full control effect
# Target sequence (Q12809 whole entry, looked up): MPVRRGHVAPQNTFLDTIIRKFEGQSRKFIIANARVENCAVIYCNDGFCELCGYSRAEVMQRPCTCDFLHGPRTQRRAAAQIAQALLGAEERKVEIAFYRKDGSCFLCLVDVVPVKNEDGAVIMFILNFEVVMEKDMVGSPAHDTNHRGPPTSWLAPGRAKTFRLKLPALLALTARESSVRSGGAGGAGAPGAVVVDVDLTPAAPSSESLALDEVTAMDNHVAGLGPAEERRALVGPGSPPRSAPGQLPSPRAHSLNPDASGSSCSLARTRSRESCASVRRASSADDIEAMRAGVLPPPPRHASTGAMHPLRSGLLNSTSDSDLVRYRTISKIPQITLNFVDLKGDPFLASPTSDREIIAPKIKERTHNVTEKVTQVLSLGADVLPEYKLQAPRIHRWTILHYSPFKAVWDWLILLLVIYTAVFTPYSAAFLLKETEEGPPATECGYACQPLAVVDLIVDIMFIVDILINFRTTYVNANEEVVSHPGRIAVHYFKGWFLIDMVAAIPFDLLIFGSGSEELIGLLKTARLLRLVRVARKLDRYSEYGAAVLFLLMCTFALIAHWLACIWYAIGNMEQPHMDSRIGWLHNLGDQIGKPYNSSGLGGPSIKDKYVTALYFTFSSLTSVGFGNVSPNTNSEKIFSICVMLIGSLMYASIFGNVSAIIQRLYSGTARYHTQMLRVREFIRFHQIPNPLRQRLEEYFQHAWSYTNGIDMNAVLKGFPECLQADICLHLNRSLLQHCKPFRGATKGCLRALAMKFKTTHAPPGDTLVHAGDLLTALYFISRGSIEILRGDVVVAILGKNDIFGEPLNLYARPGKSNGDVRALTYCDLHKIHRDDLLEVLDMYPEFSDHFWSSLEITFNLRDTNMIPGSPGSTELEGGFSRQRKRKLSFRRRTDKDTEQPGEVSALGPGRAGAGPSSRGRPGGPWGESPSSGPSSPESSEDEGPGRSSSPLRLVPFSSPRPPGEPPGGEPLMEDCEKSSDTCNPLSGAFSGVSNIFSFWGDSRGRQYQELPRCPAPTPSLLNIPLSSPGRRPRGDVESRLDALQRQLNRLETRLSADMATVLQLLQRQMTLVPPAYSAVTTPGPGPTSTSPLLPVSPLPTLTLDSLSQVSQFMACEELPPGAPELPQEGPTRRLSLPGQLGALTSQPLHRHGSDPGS
#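 U2OS cells were transduced with wild-type KCNH2 virus (2.03 x 10^8 / mL) for 4 h at room temperature, then cultured overnight at 37 C. Thallium flux was read with FluxOr dye. Rate constants were normalized to DMSO controls.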
# Giardia killer – Giardia lamblia killing; Giardia lamblia trophozoite viability; activity change, % at 7.66 µM, hits read low; actives 0.15% (n = 340,000); in the data active = activity change below about -80%; inconclusive = between about -30% and that limit;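 also: parasites exposed to compound for two days anaerobically before the ATP read; % is scaled to controls: 0 for no effect and ±100 for the full control effect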
#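 Anaerobic 48 hrs incubation at 37 deg C of 100 trophozoites/well with test compounds; ATPLite 1-Step luminescence, 15-30 min RT, reports cellular ATP as viability.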
# CXXC DNA block – MLL CXXC-DNA interaction inhibition; Q03164; MLL-CXXC / FITC-HOXA9 DNA fluorescence polarization; Potency, µM (titrated, usually from 115 µM), inactives show top-dose activity change, negative = inhibition, usual class: inhibitors; actives 0.037% (n = 290,000); active = well fitted inhibition curve with a large enough effect in the polarisation, with a control signal flat, not every such curve was filed as active; inconclusive = small, poorly fitted or top-dose-only effect, or effect the other way, or a change in a side signal; inactive = no such curve, though single readings can be large or run the other way; the % refers to the polarisation; also: potency is read from the fitted curve at half-maximal effect
#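 Steps: dispense CXXC domain solution (7 uM) → pin compounds or unlabeled HOX-A9 DNA control → 5 min ambient → add FLSN-HOX-A9 solution (50 nM) → spin → 30 min ambient → fluorescence polarization. Tris pH 7.5/NaCl/DTT/BSA buffer.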
# Tb PFK block – inhibitors of T. brucei phosphofructokinase. T. brucei PFK, ADP-Glo luminescence. O15648. AID 485367. Potency, µM (series often up to 57.5 µM), for the others: top-dose activity, negative = inhibition, usual class: inhibitors. actives 0.17% (n = 330,000);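 also: potency is read from the fitted curve at half-maximal effect; 0% = uninhibited 1x PFK enzyme wells and -100% = no-enzyme wells; nearly all actives have a fitted effect of over 60% in size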
#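 Activity is normalized to no-enzyme wells (full inhibition) and 1.25 nM enzyme wells (no inhibition). Reaction: 0.5 mM F6P, 0.1 mM ATP, 45 min RT, ADP-Glo luminescence; concentration-response curves fitted and classed by quality.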
# GALK inh – blocks human galactokinase activity | Purified GALK, Kinase-Glo residual ATP luminescence | P51570 | actives 0.007% (n = 270,000) | Potency, µM (top dose mostly 57.5 µM), inactives show at the highest dose activity change, negative = inhibition, hits mostly inhibitors; also: potency is read from the fitted curve at half-maximal effect; % is scaled to controls: 0 for no effect and ±100 for the full control effect
#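 Galactose (100 uM) and ATP (35 uM) were turned over by 5 nM GALK for 1 h at RT. Kinase-Glo Plus then converted the remaining ATP into a luminescent signal.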
# A-T KAP1 phos – potential ataxia-telangiectasia treatment | […] A-T fibroblasts, KAP-1 phosphorylation AlphaLISA; neocarzinostatin DNA damage 30 min before lysis | actives 0.19% (n = 320,000) | AID 485349 | Potency, µM (top dose mostly 57.5 µM), without a hit: at the top dose activation, usual class: activators; also: potency is read from the fitted curve at half-maximal effect; % of control where 0% means no effect; nearly all actives have a fitted effect of over 45% in size
#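 ATM-like activity read as KAP-1 phosphorylation via AlphaLISA donor/acceptor antibody pairs after lysis and 6 hr at 25C. Cells were ATM-null patient fibroblasts ([…], hTERT), dosed 60 min, then exposed to the DSB inducer NCS for 30 min.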
# Chronic BCR inh – inhibitors of chronic active B-cell receptor signaling. ABC-DLBCL IkBa-CBG/CBR reporter, luminescence ratio, 4 h. Potency, µM (doses to about 46.1 µM), for the others: at the highest dose ratio change, negative = lower green/red ratio, actives largely listed as inhibitors. actives 0.05% (n = 340,000). AID 493014; active = well fitted inhibition curve with a large enough effect in the signal ratio, with a control signal flat, not every such curve was filed as active; inconclusive = small, poorly fitted or top-dose-only effect, or effect the other way, or a change in a side signal; the % refers to the signal ratio;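 also: potency is read from the fitted curve at half-maximal effect; plate controls were basal doxycycline-induced cells for no effect and cells given 10 µM MG132 for full effect; MG132 reads +100%, hits lower the ratio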
#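 TMD8 ABC-DLBCL cells carrying doxycycline-inducible green luciferase fused to IkappaBalpha plus unfused red luciferase were exposed to compounds (up to 46 uM) for 4 hrs at 37C. Activity came from the overlap-corrected green/red luminescence ratio.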
# TCR act – T cell receptor activation; 330,000 tested, under 10 active; primary human leukocytes, anti-CD3, IL-2 HTRF, 48 h; Potency, µM (top dose mostly 9.22 µM), inactives show at the top dose activation of IL-2 secretion, most hits filed as activators; also: % of control where 0% means no effect
#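 Primary human leukocytes incubated 48 hr with anti-CD3 beads plus compound, without co-stimulation. Secreted IL-2 measured by HTRF (europium cryptate/d2 anti-IL-2 pair, 320 nm excitation, 665 nm emission).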
# TSHR antag – human thyrotropin receptor antagonism; P16473; TSHR-expressing cells, TSH-stimulated cAMP HTRF, 2 h; active compounds read low; activity change, negative = inhibition, % at 11.5 µM; actives 0.2% (n = 330,000); AID 504810;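 active = activity change below a set negative limit, meaning inhibition stronger than a set level, cut at about -70% in these data; inconclusive = activity change between two set negative limits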; also: % is scaled to controls: 0 for no effect and ±100 for the full control effect
#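 Antagonism was scored as loss of TSH-driven cAMP in TSHR cells, stimulated with 4nM TSH (EC80) for 2 hours at 37 deg C and detected by homogeneous HTRF competition immunoassay.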
# FBPA coupling cs – coupling enzyme interference in Giardia aldolase counter-screen; coupling enzyme system counterscreen, AmpLite Red fluorescence; activity change, negative = inhibition, % at 58.2 µM, hits read low; actives 0.67% (n = 290,000); AID 2472; in the data active = activity change below about -30%; also: % is scaled to controls: 0 for no effect and ±100 for the full control effect
#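 Counterscreen of the coupled detection system alone, without aldolase: glyceraldehyde-3-phosphate coupling enzymes plus AmpLite Red readout. Compounds at 57.5 uM final, 10 min RT preincubation, 20 min RT reaction, fluorescence 525/598 nm.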
# The depositor's hits bear a star; u = inconclusive; x = not tested or not shown; [ ] = remark or other dose. Unless noted, calls follow the shape of the dose curve; as a rule, active = well fitted curve in the direction sought with a large enough effect; inconclusive = small, poorly fitted or top-dose-only effect, or another doubt; inactive = no such curve, though single readings can be large; an effect the other way counts as inactive or inconclusive. Rows were taken by chance; any-hit rate near 1.6%.
# Preview (seven entries):
SMILES,hERG WT inh,Giardia killer,CXXC DNA block,Tb PFK block,GALK inh,A-T KAP1 phos,Chronic BCR inh,TCR act,TSHR antag,FBPA coupling cs
COc1cc(NC(=O)c2cc(-c3cccnc3)nc3ccc(C)cc23)c(OC)cc1Cl,x,x,5%,3%,-1%,-3%,-5%,x,3,-1
O=C(COC(=O)/C=C/c1ccc(Cl)cc1Cl)NCCC1=CCCCC1,0,-6,5%,-2%,-4%,2%,-3%,2%[46.1 µM],2,1
CCC/C(=N\NC(=O)Cc1csc(N2CCOCC2)n1)c1ccccc1,-5,13,-1%,0%,1%,-3%,u,-4%,-6,-1
Cc1cc(NC(=O)c2sc(Nc3ccc(F)cc3)nc2N)no1,3,17,20%,-1%,10%,-2%,u,1%,0,0
CCn1c(CNC(=O)c2ccccc2Br)nnc1SCC(=O)Nc1nncs1,2,11,u,-7%,15%,16%,-1%,-4%,-6,14
O=C(COC(=O)C12CC3CC(CC(C3)C1)C2)Nc1ccccc1F,-4,26,7%,2%,x,5%,-6%,1%,-1,2
O=C1ON=C(c2ccccc2)/C1=C/c1ccc(OS(=O)(=O)c2ccccc2)cc1,3,43[activator],11%,6%,-1%,-1%,-2%,-10%[46.1 µM],-9,3

# The listing, previewed entries included:
SMILES,hERG WT inh,Giardia killer,CXXC DNA block,Tb PFK block,GALK inh,A-T KAP1 phos,Chronic BCR inh,TCR act,TSHR antag,FBPA coupling cs
COc1cc(NC(=O)c2cc(-c3cccnc3)nc3ccc(C)cc23)c(OC)cc1Cl,x,x,5%,3%,-1%,-3%,-5%,x,3,-1
O=C(COC(=O)/C=C/c1ccc(Cl)cc1Cl)NCCC1=CCCCC1,0,-6,5%,-2%,-4%,2%,-3%,2%[46.1 µM],2,1
CCC/C(=N\NC(=O)Cc1csc(N2CCOCC2)n1)c1ccccc1,-5,13,-1%,0%,1%,-3%,u,-4%,-6,-1
Cc1cc(NC(=O)c2sc(Nc3ccc(F)cc3)nc2N)no1,3,17,20%,-1%,10%,-2%,u,1%,0,0
CCn1c(CNC(=O)c2ccccc2Br)nnc1SCC(=O)Nc1nncs1,2,11,u,-7%,15%,16%,-1%,-4%,-6,14
O=C(COC(=O)C12CC3CC(CC(C3)C1)C2)Nc1ccccc1F,-4,26,7%,2%,x,5%,-6%,1%,-1,2
O=C1ON=C(c2ccccc2)/C1=C/c1ccc(OS(=O)(=O)c2ccccc2)cc1,3,43[activator],11%,6%,-1%,-1%,-2%,-10%[46.1 µM],-9,3
O=C(c1ccccc1NS(=O)(=O)c1ccc(Br)s1)N1CCOCC1,-10,23,12%,-6%,-2%,-6%,3%,-1%,9,9
O=C(O)c1ccc(N2Cc3ccccc3C2)cc1O,-3,25,-14%,0%,-2%,5%,29%,x,29,3
O=C(CCN1C(=O)c2ccccc2C1=O)N1CCN(c2ccccc2)CC1,-22,3,-1%,5%,-2%,10%,1%,-1%,-6,2
COc1ccc(C2Nc3ccccc3C(=O)N2NC(C)=O)cc1OC (stereo not given),3,-18,1%,0%,12%,-4%,-18%,-2%,-7,2
CC(=O)c1c(N2CCCC2)[nH]c(-c2ccccc2)nc1=S,-2,-11,14%,1%,4%,x,15%,x,-14,9
CCOc1ccc(NC(=O)CN(C)C(=O)c2ccc(C)c(S(=O)(=O)N3CCCCC3)c2)cc1OCC,16,-18,19%,1%,2%,1%,-2%,7%,-2,x
Cc1cccc(CCNC(=O)CCNC(=O)Cn2ccc3ccccc3c2=O)c1,-2,-5,3%,10%,-3%,3%,u,-1%[46.1 µM],0,0
O=C(/C=C/c1ncc(C(F)(F)F)cc1Cl)OCc1ccccc1,-3,-5,0%,-2%,-7%,-1%,2%,0%,5,1
CCN(c1ccccc1)c1cc(C)nc2nc(C)nn12,-12,-25,0%,2%,0%,1%,-1%,-3%[46.1 µM],12,5
Cc1ccc(NC(=S)N2CCN(c3ccccn3)CC2)cc1C,4,3,0%,-2%,-2%,-1%,3%,-2%,-10,-1
CCCCn1c(SCC(=O)c2ccc3c(c2)NC(=O)CO3)nc2cc(S(N)(=O)=O)ccc21,-4,3,3%,-1%,2%,-4%,-3%,3%,9,-24
COc1cccc(C(=O)NCc2ccc(-c3nc4ccccc4s3)cc2)c1,-11,0,28%,-1%,-1%,8%,u,-2%,-16,-1
O=C(Cn1nnc(-c2ccccc2F)n1)N1CCCCC1,-7,18,-3%,-5%,0%,-6%,0%,-3%,14,3
COc1ccc(S(=O)(=O)NCCC(=O)OCC(=O)NC2CC2)cc1,-4,11,x,1%,x,-11%,-2%,6%[46.1 µM],12,x
S=C1NCCOCCOCCOCCOCCN1,-9,7,7%,-1%,2%,11%,1%,-4%,9,2
COc1cc(OC)cc(-c2cc3nc(C)c(CCC(=O)NCc4ccccc4)c(C)n3n2)c1,-20,18,14%,-2%,-2%,10%,u,5%,-4,0
O=c1c(-c2ccc(O)cc2)coc2c(C3O[C@H](CO)[C@@H](O)[C@H](O)[C@H]3O)c(O)ccc12 (stereo not given in full),-18,-4,6%,1%,-2%,-17%,u,-2%,-1,-1
CC1CCCCC1NC(=O)CN1c2cccc3cccc(c23)S1(=O)=O (stereo not given),-11,12,x,-4%,x,4%,u,0%,12,x
O=C(COc1ccccc1Cl)NCCC1=CCCCC1,4,-10,-1%,-7%,-2%,7%,u,4%[46.1 µM],1,2
NC(=O)C1(N2CCCCC2)CCN(C2CC(=O)N(Cc3cccs3)C2=O)CC1 (stereo not given),1,1,-1%,3%,0%,4%,u,-3%,0,-1
CC(C)(C)C(=O)Nc1cc(C(F)(F)F)ccc1-n1ccnc1,-7,25,-2%,1%,-1%,3%,1%,0%,9,1
O=C1CC(c2cccc(Cl)c2)CC(O)=C1C=NC1CCCC1 (stereo not given),-13,5,2%,-1%,x,5%,u,0%,-5,-2
CCOC(=O)c1sc(NC(=O)c2c(CC)noc2C)nc1C,0,-9,x,5%,x,-3%,-1%,4%,-33,x
C#CCSc1cc(C(F)(F)F)nc(-c2ccccn2)n1,-3,3,-5%,-1%,0%,3%,1%,14%,-9,9
Cc1nc2sc(C(c3ccc(Br)cc3)N3CC(C)OC(C)C3)c(O)n2n1 (stereo not given),-1,-2,-11%,-13%,0%,-3%,1%,2%,19,0
O=C(CN(Cc1ccccc1Cl)C(=O)c1csnn1)NC1CCCC1,1,3,-1%,-3%,-2%,9%,0%,-3%,5,1
CNC(C)C#Cc1ccc2c(=O)c3c(OC)cccc3oc2c1 (stereo not given),x,x,-1%,1%,x,14%,u,x,-3,-1
COc1c(Cl)ccc(Cl)c1C(=O)NCc1ccco1,1,3,-10%,-3%,10%,-1%,-4%,1%,6,9
C=CCN(c1ccc(C(=O)Nc2cccc([N+](=O)[O-])c2)cc1)S(C)(=O)=O,-1,-1,-6%,-8%,-1%,2%,7%,5%,-7,0
Fc1ccc(-c2nc3c(-c4ccc(F)cc4)cnn3cc2CCN2CCOCC2)cc1,4,-6,-9%,-9%,-1%,5%,u,4%,-12,0
CN1C(=O)C(=O)/C(=C(/O)c2ccccc2)C1c1ccccc1 (stereo not given),3,-5,4%,-1%,-2%,-2%,3%,-2%,6,-6
CCOc1ccc(NC(=O)C2CCCN2C(=O)Oc2ccccc2)cc1 (stereo not given),-7,27,10%,1%,0%,6%,3%,1%,-9,1
COC(=O)NCC(c1ccc2c(c1)OCO2)N1CCN(c2ccccc2)CC1 (stereo not given),-3,-3,1%,0%,-1%,5%,1%,-2%,-4,0
COc1ccc(NC(=O)CN2C(=O)COc3ccc(S(=O)(=O)N4CCCCCC4)cc32)cc1,-8,3,-2%,1%,-9%,0%,u,2%,10,x
COCCNC(=O)/C(C#N)=C/c1ccc(O)cc1,-5,6,-4%,u,19%,21%,-6%,-2%,18,7
CN(C)S(=O)(=O)c1ccc(NC(=O)c2ccccn2)cc1,4,-10,0%,-3%,1%,4%,-1%,3%,1,1
COc1cc(C2=NOC(C(=O)N3CCCCCC3)C2)cc(OC)c1OC (stereo not given),-26,3,4%,-1%,3%,0%,-4%,-4%,-2,0
O=C(Nc1ccn(-c2ccccc2)n1)c1ccc(S(=O)(=O)N2CCCCCC2)cc1,-29,4,0%,-2%,0%,2%,5%,2%,-48,-1

# Bioassay records as filed in PubChem.
